GDH-TPI inh – inhibits GDH-TPI coupling enzymes, artifact for Mtb FBA screen; GDH-TPI coupled enzyme counterscreen, NADH absorbance; inhibition, % at 4.8 µM; hit rate 1.2% among 360,000; AID 588335; in the data active means inhibition above about 30%;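 further: 0% = DMSO wells and 100% = wells lacking the enzyme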
BoNT-F LC inh – BoNT F light chain protease inhibition. Multiplex microsphere protease cleavage assay, flow cytometry. inhibition, % at 10 µM. hit rate 0.22% among 360,000. AID 588497; in the data active means inhibition above about 35%, passing the limit was not always enough; inconclusive means no clear call, values can overlap the other calls; further: plate controls were buffer without enzyme for full effect and enzyme alone for no effect
BioA inh – blocks M. tuberculosis BioA enzyme activity; hit rate 0.096% among 360,000; inhibition, % at 9.99 µM; purified M. tuberculosis BioA enzyme, plate reader; in the data active means inhibition above about 40%; inconclusive means no clear call, values can overlap the other calls
Mtb FBA inh – inhibitors of M. tuberculosis fructose-bisphosphate aldolase | P9WQA3 | purified M. tuberculosis FBA, fluorescence read-out | inhibition, % at 1 µM | hit rate 2.3% among 360,000; in the data active means inhibition above about 27%;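 further: 0% = vehicle and 100% = reference inhibitor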
Target sequence (P9WQA3 whole entry, looked up): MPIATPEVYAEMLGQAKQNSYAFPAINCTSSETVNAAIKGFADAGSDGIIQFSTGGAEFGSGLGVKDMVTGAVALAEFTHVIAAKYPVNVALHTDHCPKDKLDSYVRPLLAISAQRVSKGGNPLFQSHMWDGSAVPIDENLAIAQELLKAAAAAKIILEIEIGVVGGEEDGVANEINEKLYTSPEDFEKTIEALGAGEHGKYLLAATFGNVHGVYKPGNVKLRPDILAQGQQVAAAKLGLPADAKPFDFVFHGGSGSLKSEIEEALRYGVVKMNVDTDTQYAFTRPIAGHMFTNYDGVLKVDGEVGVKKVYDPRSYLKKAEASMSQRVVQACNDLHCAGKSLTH
BoNT A protease – blocks Botulinum neurotoxin A light chain protease | inhibition, % at 10 µM | hit rate 0.17% among 360,000 | multiplex microsphere protease substrate cleavage, flow cytometry | AID 588499; further: plate controls were buffer without enzyme for full effect and enzyme alone for no effect
Mtb UGM inh – blocks M. tuberculosis UGM enzyme. inhibition, % at 10 µM. purified UGM, fluorescence polarization probe displacement. P9WIQ1. hit rate 0.06% among 320,000; in the data active means inhibition above about 10%, passing the limit was not always enough; inconclusive means no clear call, values can overlap the other calls
Target sequence (P9WIQ1 whole entry, looked up): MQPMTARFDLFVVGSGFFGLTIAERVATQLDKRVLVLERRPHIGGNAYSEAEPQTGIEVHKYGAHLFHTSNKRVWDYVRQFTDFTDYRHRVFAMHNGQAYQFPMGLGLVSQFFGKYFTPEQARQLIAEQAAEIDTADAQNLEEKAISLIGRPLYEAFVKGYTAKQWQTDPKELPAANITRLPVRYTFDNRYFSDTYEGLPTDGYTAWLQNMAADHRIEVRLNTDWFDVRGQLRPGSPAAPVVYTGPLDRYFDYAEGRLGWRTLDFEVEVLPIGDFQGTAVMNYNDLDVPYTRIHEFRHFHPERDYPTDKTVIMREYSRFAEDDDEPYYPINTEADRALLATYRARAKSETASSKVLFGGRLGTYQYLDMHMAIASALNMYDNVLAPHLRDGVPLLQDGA
PfHsp40 yeast – compounds rescuing yeast from Plasmodium falciparum HSP40 toxicity. growth rescue, % at 12.5 µM. S. cerevisiae expressing PfHsp40, growth rescue, ATP luminescence. hit rate 0.68% among 340,000. AID 504582; in the data active means growth rescue above about 28%, passing the limit was not always enough; inconclusive means no clear call, values can overlap the other calls;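 further: yeast W303a lacking pdr1 and pdr3 grown in galactose medium; growth measured after three days at 30 °C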
Anthrax LF prot – inhibitors of Bacillus anthracis lethal factor protease. P15917. multiplex microsphere protease cleavage assay, LF. inhibition, % at 10 µM. hit rate 0.12% among 360,000; further: plate controls were buffer without enzyme for full effect and enzyme alone for no effect
FadD28 binding – inhibitors of Mycobacterium tuberculosis FadD28 bisubstrate binding; FadD28 bisubstrate probe binding, fluorescence polarization; inhibition, % at 12.5 µM; hit rate 0.22% among 360,000; AID 588549; in the data active means inhibition above about 8.5%, passing the limit was not always enough; inconclusive means no clear call, values can overlap the other calls
* = called active by the depositor; ? = inconclusive; nt = no result given; & = joins results of further samples. Unless noted, no stated cut-off is given here; in the data, active means inhibition above about 30%; inconclusive means no clear call, values can overlap the other calls; inactive means below that.

Preview:
Order of values – Anthrax LF prot | BoNT-F LC inh | PfHsp40 yeast | Mtb FBA inh | FadD28 binding | Mtb UGM inh | BoNT A protease | GDH-TPI inh | BioA inh
> Cc1ccc(C(=O)Nc2ccc(Cl)cn2)cc1S(=O)(=O)N1CCOCC1
  1 | -2 | 1.8 | 2 | -5.3 | -0.4 | 0.8 | 1 | 4.6
> O=C(CN1C(=O)NC(c2ccccc2)(c2ccccc2)C1=O)Nc1cccnc1Cl
  0 | 0 | 0.6 | 2 | -4.5 | -0.3 | -0.6 | -2 | nt

The list itself, repeating the preview:
Order of values – Anthrax LF prot | BoNT-F LC inh | PfHsp40 yeast | Mtb FBA inh | FadD28 binding | Mtb UGM inh | BoNT A protease | GDH-TPI inh | BioA inh
> Cc1ccc(C(=O)Nc2ccc(Cl)cn2)cc1S(=O)(=O)N1CCOCC1
  1 | -2 | 1.8 | 2 | -5.3 | -0.4 | 0.8 | 1 | 4.6
> O=C(CN1C(=O)NC(c2ccccc2)(c2ccccc2)C1=O)Nc1cccnc1Cl
  0 | 0 | 0.6 | 2 | -4.5 | -0.3 | -0.6 | -2 | nt
> COc1ccc(-c2nnc(SCC(=O)N3CCOCC3)o2)cc1OC
  0 | -7 | 1.1 | 0 | -0.4 | 2.5 | 0.0 | 0 | -2.5
> CCOC(=O)C/C(C)=N/NC(=O)CNc1cccc(Cl)c1C
  -1 | 0 | 0.1 | -5 | -3.4 | -4.5 | 0.0 | -1 | nt
> COc1ccc(OC)c(/C=N/N=C2\SCC(=O)N2Cc2ccco2)c1
  0 | 0 | 0.2 | 8 | -3.3 | 2.7 | 0.4 | 12 | 1.0
> O=c1c2c(c(-c3ccccc3)nn1Cc1ccccc1)CCCC2
  25 | 3 | -0.6 | 2 | -0.4 | -0.9 | -3.0 | 6 | 0.7
> COC(=O)Cc1c[nH]c2ccc(OCC(O)CNC(C)C)cc12 (stereo unspecified)
  -6 | -4 | -0.4 | 3 | 0.9 | 1.9 | -1.3 | 10 | -1.8
> O=S(=O)(c1ccc(Br)cc1)c1nc(-c2ccccc2)oc1NCc1cccnc1
  0 | 3 | 0.6 | 2 | -1.3 | -1.7 | 0.1 | 17 | nt
> O=C(NC(=S)Nc1cc([N+](=O)[O-])ccc1O)c1ccc2c(c1)OCO2
  -4 | -6 | -1.1 | -1 | 13* | -0.4 | 1.5 | 21 | 0.0
> Cc1cc(C)n(C(CC(=O)N2CCc3ccccc3C2)C(=O)O)n1 (stereo unspecified)
  0 | 2 | -1.2 | -2 | 0.2 | -2.2 | 0.8 | 10 | -0.6
> CCOC(=O)N1CCN(C(=O)C2CCN(S(=O)(=O)N(CC)CC)CC2)CC1
  0 | -5 | -1.2 | -2 | -3.5 | 3.8 | 0.2 | 1 | -1.3
> COc1ccc(-c2[nH]ncc2CN2CCN(c3ccc(F)cc3)CC2)cc1
  14 | ? | -1.1 | 2 | -3.3 | 1.0 | -5.8 | 2 | 0.6
> C[C@H](N)c1nnc(SCc2ccc(Cl)cc2Cl)o1
  -4 | -10 | -0.5 | -7 | -3.4 | 2.4 | -4.6 | -1 | -0.8
> N#CCC(=O)Nc1ccc(C(=O)OCC(=O)c2c[nH]c3ccccc23)cc1
  3 | -9 | 0.9 | 3 | 2.6 | -1.4 | 0.1 | 9 | -2.0
> CC(=O)N1C(=O)C2(C(C#N)=C(N)Oc3c2c(C)nn3-c2ccccc2)c2ccccc21 (stereo unspecified)
  1 | 1 | 2.0 | 2 | -2.9 | -1.0 | 0.9 | 1 | 0.0
> CCN(CC)CCNC(=O)c1cc(Br)c(N)cc1OC
  -7 | -10 | -0.4 | -3 | -3.0 | -3.5 | -0.9 | 1 | 0.7
> O=C(CNS(=O)(=O)c1cccc(Br)c1)NCCCc1ccccc1
  -6 | -3 | -0.3 | 0 | -2.8 | 3.5 | 1.3 | 5 | 1.1
> Cc1ccc(S(=O)(=O)N(C)c2ccc(OCC(=O)Nc3nc4c(ccc5ccccc54)s3)cc2)cc1
  0 | 0 | -1.5 | 0 | -1.5 | 3.6 | 0.0 | 10 | nt
> CC(=O)C1=C(O)C(=O)N(C)C1c1ccccc1[N+](=O)[O-] (stereo unspecified)
  -3 | 5 | 3.1 | 5 | -1.8 | 4.5 | 0.9 | 13 | nt
> NC1=NC[C@H](Cc2ccc(O)cc2)N1CCCCC1CCCCC1
  -4 | -17 | -0.2 | 1 | -6.1 | -4.5 | -0.2 | 5 | 4.8
> CC(=O)NC(Cc1cccc(C)c1)C(=O)NC1CCN(c2ncccc2[N+](=O)[O-])CC1 (stereo unspecified)
  5 | 13 | 0.0 | -4 | -4.7 | -1.1 | 1.2 | 0 | 2.7
> CCOc1ccc2nc(NC(=O)COc3ccc(N(C)S(=O)(=O)c4ccc(C)cc4)cc3)sc2c1
  -2 | 0 | 0.3 | -1 | 1.5 | 7.9 | 1.4 | 2 | -2.8
> O=C(CC1CCCCC1)NCc1cn2ccsc2n1
  -1 | -2 | 1.0 | 0 | -0.1 | 1.8 | 0.5 | 5 | 0.8
> CCOC(=O)c1c(NC(=O)c2ccnn2C)sc(C)c1C
  -3 | 1 | -0.9 | -1 | -1.7 | 1.7 | -0.3 | 2 | nt
> O=S(=O)(NCc1cn2ccccc2n1)c1cccs1
  -2 | 2 | 0.9 | 7 | -1.9 | 1.3 | -0.6 | 5 | -0.3
> COc1ccc(Cn2c(=O)[nH]c3cc(C(=O)N4CCN(c5ccccc5OC)CC4)ccc3c2=O)cc1
  -19 | -17 | 0.1 | 1 | -1.5 | -1.6 | -1.4 | 0 | -0.9
> COc1cccc(/C=N/Nc2ncnc3scc(-c4ccccc4)c23)c1O
  0 | -2 | 422* | 5 | -0.3 | -0.1 | 5.1 | 32* | nt
> CC(C)=CCC(C)(C)C1OCCN1C(=O)c1ccccc1 (stereo unspecified)
  1 | 3 | -0.7 | -5 | -2.2 | 0.1 | -0.2 | -6 | -0.9
> Cc1cc(C)c2nc(N3CCC(C(=O)NCCCN4CC(C)CC(C)C4)CC3)sc2c1 (stereo unspecified)
  0 | -1 | -0.6 | -3 | -0.4 | -2.6 | 0.2 | 0 | nt
> COC(=O)CNC(=O)c1c(-c2c(Cl)cccc2Cl)noc1C
  0 | -1 | 0.0 | 2 | -0.8 | -0.6 | 1.5 | 1 | -0.9
> CCn1c(COc2ccccc2)nnc1SCC(=O)NC1CCCCC1
  0 | 4 | 1.3 | -1 | -2.8 | -1.2 | -0.3 | -1 | 13
> O=C(NNC1=NCCCCC1)Nc1cccc(Cl)c1
  -5 | -3 | -1.0 | -3 | -2.0 | nt | -0.7 | -4 | nt
> COCCCN1CC(=O)N2C(c3ccccc3)c3[nH]c4ccccc4c3C[C@H]2C1=O (stereo partly specified)
  0 | 6 | -2.3 | 0 | -2.3 | -2.1 | -1.6 | -4 | -3.4
> COc1ccc(/C=C/C(=O)NC(=S)Nc2ccc(S(=O)(=O)Nc3cc(C)on3)cc2)cc1
  2 | 6 | 0.0 | 0 | -2.4 | 1.3 | 0.3 | 35* | 0.4
> Cc1nnnn1CC(=O)Nc1ccccc1[N+](=O)[O-]
  -2 | -3 | 0.1 | 0 | -1.5 | 0.3 | 0.0 | 6 | nt
> CC(=O)c1ccc(S(=O)(=O)N2CCN(C(=O)CN3C(=O)NC4(CCCC4)C3=O)CC2)cc1
  -1 | 1 | -1.0 | 2 | -2.0 | -0.2 | 2.7 | 1 | -0.3
> CC(C)(C)NC(=O)NC(=O)COC(=O)c1nc(-c2ccccc2)n(-c2cccc(C(F)(F)F)c2)n1
  -2 | -5 | 8.8 | -3 | -3.9 | 1.2 | -0.9 | -3 | nt
> O=C(NC(c1ccc(Cl)cc1)c1ccsc1)C1CCN(CCOc2ccc(Cl)cc2)CC1 (stereo unspecified)
  5 | -8 | nt | 2 | -1.7 | nt | -0.5 | -7 | -0.4
> Cc1nc2ccc(N=NC3=C(O)CC(C)(C)CC3=O)cc2s1
  1 | -13 | -0.7 | -19 | 0.2 | -0.5 | -0.3 | 14 | 0.7
> COc1cc(SSc2cc(OC)cc([N+](=O)[O-])c2N)c(N)c([N+](=O)[O-])c1
  -22 | -11 | -0.5 | -2 | -2.0 | 2.9 | 2.9 | 6 | -0.4
> CCCn1nnnc1NC(=O)c1cccs1
  -8 | 3 | -1.4 | -1 | -0.8 | 1.8 | -0.6 | 4 | 2.1
> CCn1c(SCC(=O)Nc2ccc(S(=O)(=O)Nc3onc(C)c3C)cc2)nnc1-c1ccccc1
  -3 | 5 | 0.0 | 5 | -1.6 | 2.1 | 1.7 | 3 | 0.1
> CCOc1ccc(-c2csc(C3COc4ccccc4O3)n2)cc1 (stereo unspecified)
  0 | -3 | -0.3 | 3 | 0.7 | -3.0 | 0.6 | 5 | -1.1
> Cc1cc(C)nc(SCC2COc3ccccc3O2)n1 (stereo unspecified)
  -1 | -2 | -0.9 | -1 | 0.0 | -2.0 | 0.1 | 8 | 2.8
> CCCc1nc2ccc(Cl)cn2c1Cc1ccccc1OC
  -6 | -20 | nt | 3 | -6.3 | nt | 3.3 | nt | -0.2
> COc1cccc2c1C(=O)c1c(O)c3c(c(O)c1C2=O)CC(O)(C(C)=NO)CC3OC1CC(N)C(O)C(C)O1 (stereo unspecified)
  -11 | -26 | -1.1 | -3 | 63* | nt | 3.0 | 9 | nt
> Cc1ccc(-n2cc(CNCC3CC(=O)N(C4CC4)C3)c(-c3cccc(C)c3)n2)cc1 (stereo unspecified)
  2 | -8 | -1.2 | 3 | -2.0 | 1.1 | 0.6 | 14 | nt
> CC1=C2C(CCS2(=O)=O)CC2(C1)C(=O)OC(C)(C)OC2=O (stereo unspecified)
  -2 | -7 | -0.3 | 3 | 0.1 | 1.1 | -0.3 | 4 | 0.3
> COc1ccc(N2CCN(C(=O)c3cc(=O)c4cc(C)ccc4o3)CC2)cc1
  5 | 7 | 0.2 | -1 | -1.7 | -1.1 | 0.6 | -4 | -0.4
> Nc1cccnc1Sc1cccc(Cl)c1
  -7 | 0 | 0.5 | 7 | -0.7 | -1.2 | -0.1 | 7 | -0.5
> CC1(NC(=S)NCCCCCCNC(=S)NC2(C)CCS(=O)(=O)C2)CCS(=O)(=O)C1 (stereo unspecified)
  nt | nt | -0.5 | 1 | -3.4 | 0.0 | nt | 2 | 0.6
> CC1CC1C(=O)OCC(=O)Nc1cc(S(=O)(=O)N2CCCCC2)ccc1Cl (stereo unspecified)
  -4 | 1 | 0.0 | -1 | nt | 1.8 | -0.2 | -3 | -1.9
> O=C(CCNC(=O)Cn1ccc2ccccc2c1=O)NCCC1=CCCCC1
  -12 | 2 | -0.9 | 1 | 0.0 | 1.2 | -0.6 | 2 | nt
> COc1ccc(C(C)(O)c2nc(-c3cccc(C(F)(F)F)c3)cs2)cc1 (stereo unspecified)
  -2 | -2 | nt | -5 | -4.7 | nt | -0.4 | 6 | -1.2
> COc1ccc(NC(=O)Nc2nnc(Cc3ccccc3)s2)cc1
  -4 | 8 | 2.0 | 1 | -0.4 | 0.7 | -2.2 | -1 | -5.7
> Cn1c(CCN2CCN(c3ccccc3)CC2)nc2cc(NC(=O)c3ccco3)ccc21
  2 | 9 | 0.2 | -3 | -4.7 | 1.2 | 0.1 | 2 | 1.7
> COc1ccccc1OCc1nnc(SCC(=O)Nc2ccc(C)cc2)n1C
  4 | 4 | 0.6 | 3 | -2.4 | 2.1 | 0.0 | -8 | 1.2
> Cc1noc(C)c1NC(=O)Nc1cccc2c1O[C@H](CN(C)S(=O)(=O)c1ccc(F)cc1)[C@@H](C)CN([C@H](C)CO)C2=O
  3 | 2 | -0.4 | -1 | -1.4 | -1.0 | -0.2 | -8 | 0.3&-2.6
> COCCSc1nnc(NS(=O)(=O)c2ccc(C)cc2)s1
  -4 | 2 | -0.8 | 4 | 1.5 | 0.5 | -0.5 | -1 | -0.6

Compound activity from PubChem BioAssay.
